PNC inhibitor = perinucleolar compartment assembly inhibition; PC3M PTB-GFP, PNC prevalence imaging, 16 h; hits give low values; activity change (PNC), negative = inhibition, % at 10 µM; 140,000 tested, 3.1% active; AID 2417;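 active = readout at or below -70, meaning at least 70% loss of cells showing the perinucleolar compartment, a nuclear body marking cancer cells; inconclusive = readout between -30 and a set limit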;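 note: plate controls were DMSO wells for no effect and camptothecin positive control wells for full effect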
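Read-out is percentage of cells bearing a perinucleolar compartment, from automated 20x imaging of fixed, Hoechst-stained PC3M PTB-GFP cells. Cells were seeded 4 h, then exposed 16 h to compound (23 nl of library stock) in duplicate plates.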
15-hLO-2 inh = 15-hLO-2 (ALOX15B) enzyme inhibition; O15296; purified 15hLO-2, xylenol orange hydroperoxide absorbance; Potency, µM (highest dose often 57.1 µM), inactives show top-dose activity change, negative = inhibition, most hits filed as inhibitors; 110,000 tested, 0.56% active; note: potency is the fitted concentration of half-maximal effect; nearly all actives have a fitted effect of over 60% in size; many of its hits are not listed in these tables
Target sequence (O15296 whole entry, looked up): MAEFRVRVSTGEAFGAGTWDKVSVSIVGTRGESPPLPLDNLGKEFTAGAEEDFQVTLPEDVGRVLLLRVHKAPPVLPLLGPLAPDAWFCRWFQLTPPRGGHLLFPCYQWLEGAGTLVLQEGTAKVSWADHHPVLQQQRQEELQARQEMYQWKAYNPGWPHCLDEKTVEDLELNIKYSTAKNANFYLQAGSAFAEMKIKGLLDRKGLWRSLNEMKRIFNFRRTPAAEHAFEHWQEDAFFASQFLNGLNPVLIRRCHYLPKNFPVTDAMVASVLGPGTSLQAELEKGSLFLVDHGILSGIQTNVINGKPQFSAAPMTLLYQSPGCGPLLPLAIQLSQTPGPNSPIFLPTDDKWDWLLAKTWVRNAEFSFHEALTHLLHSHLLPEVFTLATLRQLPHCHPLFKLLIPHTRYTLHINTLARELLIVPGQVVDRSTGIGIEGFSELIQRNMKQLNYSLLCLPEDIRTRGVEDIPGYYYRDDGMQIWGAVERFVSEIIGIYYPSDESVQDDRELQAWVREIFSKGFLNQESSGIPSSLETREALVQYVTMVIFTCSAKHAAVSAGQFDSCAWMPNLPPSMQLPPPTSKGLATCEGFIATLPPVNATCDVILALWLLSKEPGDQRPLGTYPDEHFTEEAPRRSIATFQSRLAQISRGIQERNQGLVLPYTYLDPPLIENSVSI
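Screening format was qHTS against 50 nM purified 15hLO-2 in Hepes pH 7.5 with detergent. Activity follows hydroperoxide formation from 45 uM arachidonic acid, measured as 573:405 nm absorbance ratio of the ferric-xylenol orange complex.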
12-hLO inh = 12-hLO (ALOX12) enzyme inhibition | Potency, µM (titrated, usually from 57.1 µM), for the others: at the highest dose activity change, negative = inhibition, usual class: inhibitors | P18054 | AID 1452 | purified 12-hLO, xylenol orange hydroperoxide absorbance | 150,000 tested, 0.12% active; note: potency is the fitted concentration of half-maximal effect; nearly all actives have a fitted effect of over 55% in size; many of its hits are not listed in these tables
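Lipoxygenase turnover measured by absorbance at 573 and 405 nm after Fe-XO development. Human 12hLO 150 nM, arachidonate 40 uM, pH 7.0 Hepes buffer with detergent; 15 min compound preincubation, 30 min reaction.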
IMPase inh = membrane-permeable compound that blocks inositol monophosphatase. inhibition (IP1 accumulation), % at 46.1 µM. P97697. AID 901. CHO-M1 cells, IP1 accumulation, HTRF TR-FRET ratio. 120,000 tested, under 10 active; active = well fitted curve in the direction sought with a large enough effect in the signal ratio, not every such curve was filed as active; inconclusive = small, poorly fitted or top-dose-only effect, or a change in a side signal; inactive = no such curve, though single readings can be large or run the other way; the % refers to the signal ratio;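 note: cells stimulated with carbachol in lithium chloride buffer; plate controls were DMSO basal wells for no effect and reference inhibitor wells for full effect; higher means more IMPase inhibition seen as more IP1 and lower FRET ratio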
Target sequence (P97697 whole entry, looked up): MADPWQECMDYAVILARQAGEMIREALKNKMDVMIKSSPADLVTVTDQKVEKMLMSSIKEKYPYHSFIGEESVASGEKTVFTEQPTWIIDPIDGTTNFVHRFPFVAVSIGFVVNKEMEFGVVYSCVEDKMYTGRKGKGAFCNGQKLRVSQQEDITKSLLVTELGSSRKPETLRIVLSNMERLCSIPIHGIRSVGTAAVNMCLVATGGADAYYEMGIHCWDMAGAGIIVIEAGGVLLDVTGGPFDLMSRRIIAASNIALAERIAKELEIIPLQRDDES
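Seeded CHO-M1 cells were dosed with compound at up to 46 uM, stimulated with carbachol for 30 min, then lysed in IP-One detection reagents. Higher IP1 lowers the TR-FRET signal.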
An asterisk follows results filed as active; ? = inconclusive; . = not tested or not shown; [ ] = another dose, or the depositor's remark. Unless noted, calls come from the whole dose curve; as a rule, active = well fitted curve in the direction sought with a large enough effect; inconclusive = small, poorly fitted or top-dose-only effect, or another doubt; inactive = no such curve, though single readings can be large; an effect the other way counts as inactive or inconclusive. Unless noted, % is set by controls: 0 for no effect and ±100 for the full control effect.

SMILES | PNC inhibitor | 15-hLO-2 inh | 12-hLO inh | IMPase inh
CC(=O)NCCNc1nc(-c2ccc(N(C)C)cc2)nc2ccccc12 | . | -20% | -4% | .
CCOC(=O)N1CCN(C(=O)c2ccc(CS(=O)(=O)c3ccc(OC)cc3)o2)CC1 | -22 | 0% | -1% | -2
Cc1cc(N2CCN(C)CC2)nc2ccc(NC(=O)c3cccnc3Cl)cc12 | 5 | 14% | 8% | -12
Cc1ccc(Oc2c(F)c(F)nc(N3CCCC3)c2F)cc1 | 16 | . | 2% | .
CCCCCCCCN | . | -1% | 3% | .
COc1ccc(/C=C(\NC(=O)/C=C/c2ccco2)C(=O)NCCc2nc3ccccc3[nH]2)cc1 | -16 | . | -1% | .
COc1cccc(C2(c3cccc(OC)c3)CC2C(=O)Nc2ccc(F)cc2)c1 (stereo not drawn) | -20 | . | 0% | .
Cc1cc(NC(=O)/C(C#N)=C/c2ccco2)n(-c2ccccc2)n1 | ? | . | -3% | -1
CCOC(=O)C(C)Sc1nc(-c2ccccc2)nc2ccc(F)cc12 (stereo not drawn) | 71 | 9% | 0% | 6
O=C(c1cnccn1)N1CCC2(CC1)CCN(c1cccc(-c3ccccc3)c1)CC2 | . | 8% | 5% | .
CC(CNC(=O)COc1ccccc1)OC(=O)Nc1cccc(Cl)c1 (stereo not drawn) | ? | . | 1% | .
O=C(O)CCS(=O)(=O)Cc1ccccc1Cl | -4 | 0% | 3% | 3

Fetched one by one from above (2):
SMILES | PNC inhibitor | 15-hLO-2 inh | 12-hLO inh | IMPase inh
CCOC(=O)N1CCN(C(=O)c2ccc(CS(=O)(=O)c3ccc(OC)cc3)o2)CC1 | -22 | 0% | -1% | -2
Cc1cc(NC(=O)/C(C#N)=C/c2ccco2)n(-c2ccccc2)n1 | ? | . | -3% | -1

Of the compounds above, these contain a furan ring, fused or not:
SMILES | PNC inhibitor | 15-hLO-2 inh | 12-hLO inh | IMPase inh
CCOC(=O)N1CCN(C(=O)c2ccc(CS(=O)(=O)c3ccc(OC)cc3)o2)CC1 | -22 | 0% | -1% | -2
COc1ccc(/C=C(\NC(=O)/C=C/c2ccco2)C(=O)NCCc2nc3ccccc3[nH]2)cc1 | -16 | . | -1% | .
Cc1cc(NC(=O)/C(C#N)=C/c2ccco2)n(-c2ccccc2)n1 | ? | . | -3% | -1

The results go on.
SMILES | PNC inhibitor | 15-hLO-2 inh | 12-hLO inh | IMPase inh
CC(C)c1nnc(-c2ccc(Cl)cc2)c(N(C)C)n1 | -28 | 2% | 1% | 18
S=C1NCCc2ccccc2C1c1ccccc1 (stereo not drawn) | 0 | . | 28µM* | ?
Cc1cc(OCC(=O)N2CCOCC2)cc2oc(=O)c3ccccc3c12 | ? | . | 0% | 3
C=C(C)CSc1nnc(-c2ccc(OC)cc2)n1N | -23 | -4% | 0% | -5
CCCCOc1ccc(CN(CCO)CCO)cc1[N+](=O)[O-] | -7 | . | 0% | .
Cc1cc(C)nc(Sc2ncnc3c2oc2ccccc23)n1 | -20 | -1% | 1% | -12
COC(=O)c1cccc(S(=O)(=O)N2CCC(c3nc4ccccc4o3)CC2)c1 | 136 | . | 2% | -1
CC1=C(C(=O)OCC(C)C)C(c2ccc(F)cc2)NC(=O)N1 (stereo not drawn) | 32 | 5% | -7% | -3
COc1ccc(/C=N/n2cnnc2SCc2ccccc2)cc1 | 0 | -2% | -8% | 1
COC(=O)c1ccc(C(NC(=O)OCc2ccccc2)/C(=C/[C@@H](C)C(=O)Nc2ccccc2)c2cccnc2)cc1 (stereo partly drawn) | . | 49%[activator] | -1% | .
Cc1c(NS(=O)(=O)N2CCCC2)c(=O)n(-c2ccccc2)n1C | 34 | 3% | -15% | -1
Cc1ccc(Cn2ccc(NC(=O)c3cc(-c4ccc5c(c4)OCO5)on3)n2)cc1 | -3 | -4% | -10% | 1
N#C/C(=C/c1ccc(Sc2nc3ccccc3[nH]2)o1)c1cccc(Br)c1 | -19 | 26% | 2% | 10
CCS(=O)(=O)N1CCC(C(=O)NCc2cccs2)CC1 | -5 | -3% | 0% | -9
CCN(CC)CCNC(=O)CCCCn1c(=S)[nH]c2c([nH]c3ccc(OC)cc32)c1=O | 8 | -29% | ? | 4
CCN(CC)c1ccc(NC(=O)c2cnn(CC)c2)cc1 | -6 | -14% | 6% | 2
CCOC(=O)c1c(C)c(C(=O)NCCc2ccc(S(N)(=O)=O)cc2)c(C)n1CC | ? | -6% | -3% | -1
O=S(=O)(NCCNS(=O)(=O)c1ccccc1)c1ccccc1 | 31 | 0% | 0% | 1
Cc1ccc(NC(=O)N2CCC(C(=O)NCC(C)C)CC2)cc1 | ? | 0% | 1% | 5
COC(=O)c1ccccc1SC1CC(=O)N(c2cccc(C)c2)C1=O (stereo not drawn) | ? | . | -4% | .
COc1ccccc1C(=O)N/C(=C\c1ccc(Br)cc1)C(=O)NCCO | 4 | -2% | -3% | 0
Cc1ccc(-c2csc(NC(=O)CCNC(=O)c3ccccc3Cl)n2)cc1 | ? | . | -19% | .
Cc1nc(NC(=O)c2ccco2)sc1C(=O)Nc1ccc(Br)cc1 | -15 | 2% | -8% | -2
Cc1ccc(C)c(NC(=O)CSc2nc(C)cc(C)c2C#N)c1 | -10 | . | -2% | -6
O=[N+]([O-])c1cccc(Cl)c1NCCNS(=O)(=O)c1ccccc1 | ? | -5% | -15% | 6
CC(=O)c1cccc(N(CC(=O)Nc2ccc(F)cc2)S(C)(=O)=O)c1 | -28 | . | -4% | .
CCC(CC)=N/N=C/c1c(O)n(CC)c2cc(C3=NNC(=O)CC3)ccc12 | ? | . | 34% | 25
Cc1ccc(S(=O)(=O)Cn2nnnc2C(CC(C)C)N2CCN(C(=O)c3ccco3)CC2)cc1 (stereo not drawn) | -113* | . | 1% | .
Cc1ccc(NC(=O)CSc2nn(-c3ccc(Cl)cc3)c(=S)s2)cc1S(=O)(=O)N(C)C | 26 | . | -7% | .
COc1ccc(CCNC(=O)CC2SC(=NCCC(C)C)NC2=O)cc1OC (stereo not drawn) | ? | . | -4% | 1
CCCc1nnc(NC(=O)CCC(=O)N2CCN(c3ccccn3)CC2)s1 | 12 | . | 10% | -3
CCNC(=O)CN(c1ccc(CC)cc1)S(C)(=O)=O | ? | 4% | 9% | -3
CC1=Nc2cc(C(=O)NCc3ccco3)ccc2Sc2ccc(C)cc21 | -25 | . | -3% | .
O=C(C[n+]1cc(-c2ccccc2)n2c1CCC2)OCc1ccccc1 | 10 | . | 5% | -1
CCOC(=O)C1=C(C)NC2=C(C(=O)CCC2)C1c1cc(OC)ccc1OC (stereo not drawn) | -13 | -1% | -1% | -5
Cc1ccc(OCC(=O)N/N=C/c2c[nH]c3ccccc23)c([N+](=O)[O-])c1 | 22 | . | -3% | .

12-hLO inh, entries above that show a hit
molecule	15-hLO-2 inh	12-hLO inh
S=C1NCCc2ccccc2C1c1ccccc1 (stereo not drawn)	.	28µM*

Entries of single compounds as entered above. Order of values: PNC inhibitor	15-hLO-2 inh	12-hLO inh	IMPase inh
Results for CCC(CC)=N/N=C/c1c(O)n(CC)c2cc(C3=NNC(=O)CC3)ccc12 = ?	.	34%	25
Results for Cc1ccc(OCC(=O)N/N=C/c2c[nH]c3ccccc23)c([N+](=O)[O-])c1 = 22	.	-3%	.
Results for CC1=Nc2cc(C(=O)NCc3ccco3)ccc2Sc2ccc(C)cc21 = -25	.	-3%	.
Results for COc1ccc(CCNC(=O)CC2SC(=NCCC(C)C)NC2=O)cc1OC (stereo not drawn) = ?	.	-4%	1
Results for O=[N+]([O-])c1cccc(Cl)c1NCCNS(=O)(=O)c1ccccc1 = ?	-5%	-15%	6

Later entries.
SMILES | PNC inhibitor | 15-hLO-2 inh | 12-hLO inh | IMPase inh
CO[C@H]1[C@H](O[C@H]2O[C@@H](C)[C@@H](O[C@@H]3C[C@](C)(O)[C@H](OC(=O)CC(C)C)[C@H](C)O3)[C@@H](N(C)C)[C@@H]2O)[C@@H](CC=O)C[C@@H](C)[C@@H](O)/C=C\C=C/C[C@@H](C)OC(=O)C[C@H]1OC(C)=O | . | 7%[25.6 µM] | 0%[25.6 µM] | -2[20.6 µM]
CCNC(=O)COC(=O)c1cc(-c2ccc(OC)cc2)nc2ccccc12 | ? | -7% | -13% | -2
C#CCn1c(=NC(=O)CSCC(=O)N2CCOCC2)sc2ccccc21 | 56 | . | -3% | .
Cc1cnc(NC(=O)CSc2ccccc2)s1 | 8 | -1% | 2% | 0
COC(=O)C(CC(=O)c1ccc(Cl)cc1)c1ccc(C(C)C)cc1 (stereo not drawn) | -3 | 3%[11.4 µM] | 2% | 1[1.84 µM]
CCOC(=O)/C(C#N)=C\c1c(C)cc(C)c(COC(C)=O)c1C | -27 | . | -6% | ?
Cc1ccc(OCC(=O)Nc2cccc(-c3nnc(-c4ccccc4)o3)c2)cc1 | ? | . | 2% | -15
Cc1noc(C)c1COC(=O)C1COc2ccccc2O1 (stereo not drawn) | 26 | 5% | -1% | 5
O=c1oc(/C=C/c2ccccc2)nc2sc3c(c12)CCC3 | 5 | -4% | -3% | 5
C[C@@H]1NC(=O)c2cc([N+](=O)[O-])cc(I)c2NCCCC[C@@H](C(N)=O)NC(=O)[C@H](CC(N)=O)NC1=O | -3 | . | -6% | .
Cc1ccc(S(=O)(=O)NCC(=O)OCC(=O)NC(=O)c2cccn2C)cc1 | 29 | -6% | 3% | 3
Cc1ccc(CNC(=O)C2CC(=O)N(c3ccc(OCC(=O)N4CCCC4)cc3)C2)cc1 (stereo not drawn) | ? | . | 6% | -3
N/C(Cc1ccc(Cl)cc1Cl)=N\OC(=O)c1cccs1 | ? | 3%[11.4 µM] | 3% | 5[1.84 µM]
CC(C)c1nnc(NC(=O)c2cccs2)s1 | 13 | 0% | 6% | -4
Cn1cnnc1SCC(=O)Nc1ccc(S(=O)(=O)N2CCCC2)cc1 | -23 | 1% | 6% | 6
CC1CCCCC1NC(=O)CSc1nnc(-c2ccccc2)n1N (stereo not drawn) | -122* | 0% | -6% | 6
COc1cc(CNCc2ccccn2)ccc1OCc1ccc(Cl)cc1Cl | 4 | 67%[activator] | 19% | 12
COc1ccc([N+](=O)[O-])cc1NC(=O)CSCc1ccccc1C | -28 | . | -8% | 4
COc1ccccc1Nc1cc(C)nc2c(C)ccc([N+](=O)[O-])c12 | 20 | . | -1% | .
CCOC(=O)c1ccc(NC(=O)c2ccc(NS(C)(=O)=O)cc2)cc1 | ? | 4% | 2% | -6
Oc1ccccc1CN1CCC(C(O)(c2ccccc2)c2ccccc2)CC1 | 29 | . | -5% | .
O=C1c2ccccc2NC2(CCCC2)N1O | -108* | -5% | -6% | 4
CCOC(=O)N/N=C(\C)c1ccc(Br)cc1 | -9 | 4% | 1% | -4
COc1ccc(C(=O)N2CCC3(CCN(Cc4ccc(C#N)cc4)CC3)CC2)cc1 | . | 22% | 5% | .
CCOC(=O)N1CCN(c2ncnc3c2[nH]c2ccc(OC)cc23)CC1 | 3 | 6% | -4% | -18
Clc1ccc(/C=C\c2nc(Cl)c(-c3ccc(Cl)cc3)c(Cl)n2)cc1 | . | -16%[11.4 µM] | -2%[11.4 µM] | .
O=C(Nc1ncc(S(=O)(=O)c2ccc([N+](=O)[O-])cc2)s1)c1cccc2ccccc12 | -21 | . | 8% | .
C=CCOC(=O)C1=C(C)NC(SCC(=O)Nc2nccs2)=C(C#N)C1c1cccs1 (stereo not drawn) | ? | 6% | -10% | 7
COc1cc2c(cc1OC)CN(c1nc(CN3CCOCC3)nc3sc4c(c13)CCC(C)C4)CC2 (stereo not drawn) | ? | . | -1% | .
O=C(Nc1ccc(N2CCOCC2)cc1)c1ccc(S(=O)(=O)N2CCCCC2)cc1 | ? | 1% | -4% | -10
CCc1noc(C)c1C(=O)NCCc1ccc(OC)c(OC)c1 | ? | 0% | 2% | 7
Cc1c(C(=O)c2ccc(Cl)c([N+](=O)[O-])c2)c2ccccn2c1CCC#N | 12 | . | -1% | .

Some of the compounds tested; count on the stated rates, not on these rows.
